High-throughput results as filed in PubChem BioAssay.
PPARg SRC-2 ag: agonists of PPARg-SRC-2 recruitment, primary screen, biochemical, HTS. Peroxisome proliferator-activated receptor gamma (Homo sapiens), P37231. PPARgamma LBD-SRC-2 recruitment. activation, % at 8 µM. 200,000 tested, 0.34% active. AID 1032, 2008; in the data active = activation above about 22%;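 also: 0% = vehicle and 100% = reference agonist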
Target sequence (P37231 whole entry, looked up, the tested form may be a part): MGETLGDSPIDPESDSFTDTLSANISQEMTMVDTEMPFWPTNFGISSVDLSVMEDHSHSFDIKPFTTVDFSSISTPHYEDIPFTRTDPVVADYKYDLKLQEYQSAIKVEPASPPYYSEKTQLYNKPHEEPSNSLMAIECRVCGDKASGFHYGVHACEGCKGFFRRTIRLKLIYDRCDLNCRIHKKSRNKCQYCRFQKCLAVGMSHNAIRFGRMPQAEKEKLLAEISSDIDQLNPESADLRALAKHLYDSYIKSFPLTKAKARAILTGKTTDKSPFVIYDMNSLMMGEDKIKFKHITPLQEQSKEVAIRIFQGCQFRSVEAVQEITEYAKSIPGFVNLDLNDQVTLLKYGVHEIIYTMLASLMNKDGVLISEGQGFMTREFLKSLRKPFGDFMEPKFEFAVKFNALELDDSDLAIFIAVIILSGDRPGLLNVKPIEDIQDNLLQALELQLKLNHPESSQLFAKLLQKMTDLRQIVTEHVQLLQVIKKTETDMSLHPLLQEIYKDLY
PPARg SRC1 recr: PPARgamma agonists recruiting SRC-1 coactivator, primary screen, biochemical; Peroxisome proliferator-activated receptor gamma (Homo sapiens), P37231; PPARgamma-SRC-1 coactivator recruitment biochemical assay; activation, % at 8 µM; 200,000 tested, 0.41% active; in the data active = activation above about 19%;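 also: 0% = DMSO and 100% = reference agonist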
bIAP activator: bovine intestinal alkaline phosphatase activators, primary screen, biochemical, bovine IAP, CDP-star luminescence; alkaline phosphatase, intestinal [Bos taurus]; purified bovine IAP, 30 min; stronger effect = higher value; fold of DMSO-control signal, blank-subtracted; activation factor at 20 µM; 200,000 tested, 0.17% active; AID 1016, 2008;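 active = activation factor of 2 or more at 20 µM, a signal rise over negative controls twice the positive control's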
TNAP inh no acc: human TNAP enzyme inhibitors, primary screen, biochemical, luminescent, no phosphate acceptor, uHTS; Alkaline phosphatase, tissue-nonspecific isozyme (Homo sapiens), P05186; purified TNAP, CDP-star luminescence, 30 min; inhibition, % at 20 µM; 200,000 tested, 0.26% active;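 active = tissue-nonspecific alkaline phosphatase inhibition above about 50% at 20 µM in the single-dose screen, limit read from the data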;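 also: 0% = DMSO negative control and 100% = EDTA positive control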
Target sequence (P05186 whole entry, looked up): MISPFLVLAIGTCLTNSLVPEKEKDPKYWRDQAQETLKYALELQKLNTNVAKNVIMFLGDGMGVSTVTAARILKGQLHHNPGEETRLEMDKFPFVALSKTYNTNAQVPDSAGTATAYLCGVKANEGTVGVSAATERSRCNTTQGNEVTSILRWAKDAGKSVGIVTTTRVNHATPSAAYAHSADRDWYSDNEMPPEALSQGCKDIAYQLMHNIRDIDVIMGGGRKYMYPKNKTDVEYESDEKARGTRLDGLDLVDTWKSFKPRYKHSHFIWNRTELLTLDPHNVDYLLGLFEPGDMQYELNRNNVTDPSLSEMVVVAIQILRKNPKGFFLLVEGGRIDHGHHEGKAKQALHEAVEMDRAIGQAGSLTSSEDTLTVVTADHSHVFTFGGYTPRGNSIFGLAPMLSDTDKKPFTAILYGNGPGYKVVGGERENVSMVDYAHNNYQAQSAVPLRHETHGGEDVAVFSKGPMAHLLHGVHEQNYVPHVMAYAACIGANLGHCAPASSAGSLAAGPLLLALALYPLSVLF
TR-FRET SRC-2 ct: TR-FRET signal artefacts, primary screen, artefact control for PPARgamma SRC-2 agonist project, biochemical. TR-FRET artefact counter-screen; stronger effect = higher value. TR-FRET ratio at 8 µM. 200,000 tested, 0.4% active; in the data active = TR-FRET ratio above about 2000; also: inactives centre near 1500
bIAP inhibitor: bovine intestinal alkaline phosphatase inhibitors, primary screen, selectivity assay for TNAP inhibitor project, biochemical, bovine IAP, CDP-star luminescence; alkaline phosphatase, intestinal [Bos taurus]; 190,000 tested, under 10 active; purified bovine IAP, 30 min; inhibition, % at 20 µM;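 active = over 50% inhibition of intestinal alkaline phosphatase at 20 µM in the single-dose screen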
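System: Purified bovine intestinal alkaline phosphatase (IAP) enzyme | Input: IAP diluted 1/65,000,000 in the well | Also added: CDP-star chemiluminescent phosphatase substrate, 30 µM final | Dosing: 20 µM single dose | Times: Enzyme reaction for 30 min at room temperature | Detection: Luminescence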
HMGR II inh: inhibitors of E. faecalis class II HMGR, primary screen, biochemical, Enterococcus faecalis | purified E. faecalis HMGR, NADPH absorbance 340 nm kinetic | inhibition, % at 10 µM | 190,000 tested, 0.41% active | AID 1066, 2008;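 active = inhibition above a set limit, the median over all tested compounds plus 3 SD, cut at about 9.5% in these data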;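 also: enzyme runs in reverse so mevalonate oxidation gives rising NADPH absorbance; 0% = complete reaction with DMSO and 100% = background rate lacking mevalonate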
PPARg SRC-3 ag: PPARgamma agonists recruiting SRC-3 coactivator, primary screen, biochemical; Peroxisome proliferator-activated receptor gamma (Homo sapiens), P37231; biochemical PPARgamma/SRC-3 coactivator recruitment assay; activation, % at 8 µM; 200,000 tested, 0.26% active; in the data active = activation above about 23%;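 also: 0% = DMSO and 100% = reference agonist; some compounds past the cut are filed as inactive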
TNAP act hi DEA: TNAP activators at high phosphate acceptor level, primary screen, biochemical, luminescence, uHTS; Alkaline phosphatase, tissue-nonspecific isozyme (Homo sapiens), P05186; purified TNAP, CDP-star luminescence, 1 M DEA, 30 min; stronger effect = higher value; 0 = EDTA background, 1 = DMSO-only activity; activation factor at 20 µM; 200,000 tested, under 10 active; AID 1136, 2008;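 active = activation factor at least 2 at 20 µM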
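Test system – human TNAP · Doses – 20 µM single point · Incubation – 30 min, room temperature · Signal – luminescent substrate turnover signal · Read-out basis – activation factor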
TNAP inh hi DEA: human TNAP enzyme inhibitors, primary screen, biochemical, luminescent, high phosphate acceptor level, uHTS; Alkaline phosphatase, tissue-nonspecific isozyme (Homo sapiens), P05186; inhibition, % at 20 µM; AID 1135, 2008; purified TNAP, CDP-star luminescence, 1 M DEA; 200,000 tested, 0.03% active;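 active = over 50% inhibition of tissue-nonspecific alkaline phosphatase at 20 µM in the single-dose screen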;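 also: plate controls were DMSO wells for no effect and EDTA-quenched wells as full inhibition for full effect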
The depositor's hits bear a star.

The opening 4 entries, ahead of the listing:
SMILES	PPARg SRC-2 ag	PPARg SRC1 recr	bIAP activator	TNAP inh no acc	TR-FRET SRC-2 ct	bIAP inhibitor	HMGR II inh	PPARg SRC-3 ag	TNAP act hi DEA	TNAP inh hi DEA
O=[N+]([O-])c1ccc(/C=N/NC(=S)Nc2ccccc2)o1	-4.0	-8.1	1	-54.4	1573	3.0	5.6	1.3	0.9	6.3
O=C1C2C3C=CC(C4CC34)C2C(=O)N1/N=C/c1ccc(-c2ccc([N+](=O)[O-])cc2)o1 (centres undefined)	-2.1	-1.6	1.1	-2.1	1366	-5.7	-5.0	1.2	1	1.0
CCCCCn1c(=O)c(F)cn(Cc2ccc(OC)c([N+](=O)[O-])c2)c1=O	2.2	-1.2	0.9	0.4	1570	9.6	-2.1	0.9	1	-3.5
CSc1cccc(NC(=O)CN(C)S(=O)(=O)c2ccccc2)c1	0.3	1.0	0.8	-14.5	1470	21.7	2.3	5.1	1	-4.6

All compounds of this part, repeating the preview:
SMILES	PPARg SRC-2 ag	PPARg SRC1 recr	bIAP activator	TNAP inh no acc	TR-FRET SRC-2 ct	bIAP inhibitor	HMGR II inh	PPARg SRC-3 ag	TNAP act hi DEA	TNAP inh hi DEA
O=[N+]([O-])c1ccc(/C=N/NC(=S)Nc2ccccc2)o1	-4.0	-8.1	1	-54.4	1573	3.0	5.6	1.3	0.9	6.3
O=C1C2C3C=CC(C4CC34)C2C(=O)N1/N=C/c1ccc(-c2ccc([N+](=O)[O-])cc2)o1 (centres undefined)	-2.1	-1.6	1.1	-2.1	1366	-5.7	-5.0	1.2	1	1.0
CCCCCn1c(=O)c(F)cn(Cc2ccc(OC)c([N+](=O)[O-])c2)c1=O	2.2	-1.2	0.9	0.4	1570	9.6	-2.1	0.9	1	-3.5
CSc1cccc(NC(=O)CN(C)S(=O)(=O)c2ccccc2)c1	0.3	1.0	0.8	-14.5	1470	21.7	2.3	5.1	1	-4.6
COc1ccc(Cl)cc1NC(=S)Nc1ccccc1C	7.2	1.9	0.9	-1.7	1598	11.0	-2.5	-3.6	1	-1.1
Cc1cc(C)c(C)c(S(=O)(=O)NCc2ccc(C(=O)N3CCCCC3)cc2)c1C	-2.3	4.0	1	-1.6	1650	2.8	1.1	11.1	1	0.7
Nc1cc(N)nc(SCC(=O)Nc2ccc3c(c2)OCCCO3)n1	-5.8	2.6	0.9	-5.3	1335	8.8	-0.9	-4.4	1	1.4
O=C(CSc1ccc2nnc(-c3cccnc3)n2n1)c1ccccc1	7.4	12.1	1	-9.8	1422	0.1	2.2	-0.7	1	-2.3
COCCn1c(-c2ccccc2)nc2oc3ccccc3c(=O)c2c1=O	2.7	9.0	1	-7.8	1469	-1.2	-2.4	3.9	1	1.7
Cc1cccc(-n2ncc3c(N4CCC(C)CC4)ncnc32)c1	8.0	7.6	1.1	-22.1	1744	-7.8	1.0	2.3	1.1	-6.1
CN(C(=O)CSc1nnc(-c2cccs2)o1)C1CCS(=O)(=O)C1 (centres undefined)	1.2	3.5	1.1	-11.2	1660	-11.5	-3.5	1.8	1.1	-6.8
Cc1ccc([N+](=O)[O-])cc1N(CC(=O)Nc1ccc(S(=O)(=O)Nc2cccc(C(F)(F)F)c2)cc1)S(C)(=O)=O	-1.0	0.5	0.8	-4.6	1458	15.4	0.5	2.0	1	1.4
C=C(C)CSc1nc2ncccc2[nH]1	9.2	1.9	1.1	65.8*	1611	-10.7	-0.1	-9.3	1	-4.8
CC1=C/C(=N\NC(=O)c2ccccc2)CC1	-0.1	2.4	1.2	0.0	1641	-20.2	2.1	-0.7	0.9	8.6
CCOC(=O)c1ccc(NCc2nc3ccccc3[nH]2)cc1	6.5	-1.2	1	-14.7	1536	-4.7	-1.3	7.4	1	-1.4
O=C1CC(C(=O)Nc2ccc(C(=O)N3CCOCC3)cc2)C2(CCCCC2)O1 (centres undefined)	9.3	5.8	1	-12.0	1658	-1.4	-3.1	-0.2	1	-0.2
Cc1ccsc1/C=N/n1cnc2sc(C)c(C)c2c1=O	7.0	0.1	0.9	-1.8	1469	6.3	-1.4	-3.6	1	-1.7
CC(C)CC(=O)NC(=S)Nc1ccccc1F	6.5	-4.3	0.9	-10.9	1614	13.8	-2.4	-5.5	1	-1.4
CCCC(=O)Nc1cc(OC)c(NC(=O)NC2CCCCC2)cc1OC	-1.2	2.5	1	-1.3	1556	-0.2	-2.4	2.6	0.9	6.7
CCN(CC)CC(=O)c1c(N)n(Cc2ccccc2)c(=O)n(C)c1=O	7.5	6.9	1.1	-10.8	1582	-12.2	0.3	1.3	1.1	-6.0
COC(=O)C(C(=O)OC)c1ncc(C(F)(F)F)cc1Cl	12.2	13.2	2.2*	-6.2	1655	-124.0	-6.2	3.5	1.1	-6.8
CC(C)COc1ccc(C(=O)CCN2CCCCC2)cc1	2.5	1.9	1.1	0.0	1550	-8.5	-13.6	-3.1	1.1	-5.6
OCCN1CCN(C(=S)c2ccc(Cl)c(Cl)c2)CC1	6.0	0.1	1	-1.4	1593	1.5	-9.1	22.4	1	1.6
OC1CCN(Cc2nc(Cc3ccccc3Cl)no2)CC1	10.1	3.9	1	-9.0	1591	1.4	-3.2	5.8	1.1	-6.7
COC(=O)CSc1nnnn1-c1cccc2ccccc12	-10.8	9.1	0.9	-15.4	1478	5.7	-9.5	3.8	1	-3.7
(further entries)
SMILES	PPARg SRC-2 ag	PPARg SRC1 recr	bIAP activator	TNAP inh no acc	TR-FRET SRC-2 ct	bIAP inhibitor	HMGR II inh	PPARg SRC-3 ag	TNAP act hi DEA	TNAP inh hi DEA
COc1ccccc1C(=O)Oc1ccc(N2C(=O)CCC2=O)cc1	3.6	0.1	0.9	-7.4	1457	8.0	0.1	6.5	1	1.8
CCOC(=O)c1c(C)[nH]c(C)c1C(=O)CSc1nc2ccccc2n1CCC#N	2.3	3.3	1	2.8	1587	2.5	-0.1	-1.3	1	-1.2
Cc1cc(C)n(Cc2ccc(C(=O)Nc3cccc(Br)c3)o2)n1	8.3	11.7	1	-2.0	1423	0.6	-1.6	0.6	1	1.0
Cc1ccc(NC2=NC(c3ccccc3)n3c(nc(C)cc3=O)N2)c(C)c1 (centres undefined)	2.0	8.6	1	-10.9	1690	-4.8	-7.3	6.2	1	-4.3
C/C(Cl)=C\Cn1c(O)c(N=NC(N)=S)c2cc(Br)ccc21	-2.1	1.3	0.9	15.2	1554	8.8	-1.1	1.8	0.9	10.5
CCN(CC)CCCNc1nc(C)cc(COC)c1C#N	-4.2	-2.9	1	8.2	1466	3.7	5.1	-5.2	1	4.0
Cc1cccc2nc(CSc3ccccc3C(=O)O)cn12	6.1	-1.2	0.8	-12.8	1633	19.4	-2.3	5.3	1	-2.4
Cc1ccc(NC(=O)CCNS(=O)(=O)c2ccc3c(c2)oc(=O)n3C)cc1C	4.0	7.5	0.9	-10.5	1509	8.1	-4.1	5.0	1	-4.2
O=C(Cn1cncn1)N/N=C/c1cccc2ccccc12	11.8	7.4	0.8	-8.7	1543	20.5	-4.9	-2.2	1	-1.9
COC(=O)c1ccc(C)c(NS(=O)(=O)c2ccc3c(c2)OCCO3)c1	3.8	10.5	0.9	-9.3	1616	6.7	1.1	6.7	1	-4.5
Cc1ccc2c(c1)cc(CN(Cc1cccs1)C(=O)c1ccco1)c1nnnn12	2.6	-6.3	1	-2.4	1344	-3.7	-1.0	-3.9	1	-1.7
O=C(NCc1ccc(F)cc1F)c1cc(COc2c(F)cccc2F)on1	-1.2	2.9	1.2	-10.3	1567	-18.6	-4.5	1.8	1.1	-5.0
COc1ccc(CNC(=O)C/C(C)=N/NC(=O)c2cnccn2)cc1	8.0	-3.3	1.1	-30.4	1455	-12.8	-5.2	5.4	1	-3.1
O=C(O)C1CC(=O)N(Cc2ccc(F)cc2)C1 (centres undefined)	5.7	3.2	1	-1.3	1819	2.1	-0.8	3.0	1.1	-10.0
COC(=O)c1ccc(N/C(=N/S(=O)(=O)c2ccccc2)c2ccccc2)cc1	-2.3	-0.5	0.9	-10.5	1409	5.2	-1.1	1.3	1	-1.1
Cc1onc(-c2c(F)cccc2Cl)c1C(=O)OCC(=O)NC1CC1	12.1	4.9	1	-10.9	1714	-1.4	-6.5	-0.3	1.1	-8.3
COc1ccc(CN2C(=O)CCC2(C)C(=O)NCc2cccnc2)c(OC)c1 (centres undefined)	8.2	4.3	1	-16.6	1718	0.2	-5.9	6.8	1	-1.3
COc1cc(/C=C2/SC(=S)N(c3ccccc3)C2=O)ccc1Oc1nc(N2CCOCC2)nc(N2CCOCC2)n1	1.7	1.7	1	-3.4	1548	-2.1	-3.4	3.2	1	2.4
Cc1ccc(C(=O)NC(NCC2CCCO2)C(Cl)(Cl)Cl)cc1 (centres undefined)	2.9	0.7	0.9	2.0	1403	7.7	1.8	-1.2	1	-3.2
CCCCN(C(=O)c1cc2ccccc2o1)c1c(N)n(CCC)c(=O)[nH]c1=O	5.4	5.5	0.8	-5.4	1674	17.8	-9.8	4.2	1	-0.1
CCOC(=O)C(NC(=O)c1ccccc1Cl)(Nc1ccc(C)c(C)c1)C(F)(F)F (centres undefined)	-5.4	-1.8	1.2	-5.3	1664	-21.1	-2.0	-0.4	1	-4.4
O=C(O)CCc1ccc(-c2ccc(F)cc2)n1Cc1ccco1	1.7	-9.4	0.9	-5.9	1377	6.9	-1.1	-14.2	1.1	-6.6
CCOc1ccccc1-n1nnnc1SCc1nc2ccccc2s1	-1.1	0.9	0.7	-1.5	1294	26.5	-1.7	5.1	1	2.6
Nc1c(S(=O)(=O)c2ccccc2)c2nc3ccccc3nc2n1Cc1ccco1	4.3	16.2	1	4.9	1543	3.2	4.4	-1.7	1	1.0
CN(C)CC(=O)N1CCc2ccccc2C1	5.1	15.1	0.9	-11.4	1520	14.6	-3.5	4.6	1	-2.0
CCNC(=O)CSc1nc2cc([N+](=O)[O-])ccc2n1-c1cccc(C(F)(F)F)c1	3.1	9.5	1.1	-6.7	1573	-7.2	-15.0	4.4	1	-3.2
N#C/C(=C(/O)CSc1nnc(Cc2cccs2)n1C1CCCCC1)c1nc2ccccc2[nH]1	-5.0	2.1	1.6	-1.5	1414	-64.5	-0.1	-2.4	1	-2.4
Cc1nc2ccccc2c(=O)n1NC(=O)C1CC1	2.5	-2.0	1.1	-18.1	1550	-9.6	-1.9	-4.5	1.1	-6.2
O=S(=O)(c1ccc2ccccc2c1)N1CCCCCC1	3.8	7.2	0.8	-2.6	1555	15.8	3.8	-1.0	1	-3.1
Cc1c(C(=O)c2ccc(F)cc2)c2ccccn2c1CCc1ccccn1	3.7	2.2	1.1	17.0	1553	-6.9	-9.4	6.2	1	2.9
